# TLR4-MyD88 BLA: inhibitors of TLR4-MyD88 association in cells, primary screen, cell-based, HeLa CL3-4, BLA complementation, FRET ratio. Toll-like receptor 4 (Homo sapiens) + Myeloid differentiation primary response protein …. HeLa CL3-4 TLR4/MyD88 BLA complementation. inhibition, % at 8.4 µM. 200,000 compounds, 0.18% hits. AID 861, 2007; in the data active = inhibition above about 25%;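 also: 0% = vehicle and 100% = reference inhibitor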
# Target sequence (O00206 whole entry, looked up): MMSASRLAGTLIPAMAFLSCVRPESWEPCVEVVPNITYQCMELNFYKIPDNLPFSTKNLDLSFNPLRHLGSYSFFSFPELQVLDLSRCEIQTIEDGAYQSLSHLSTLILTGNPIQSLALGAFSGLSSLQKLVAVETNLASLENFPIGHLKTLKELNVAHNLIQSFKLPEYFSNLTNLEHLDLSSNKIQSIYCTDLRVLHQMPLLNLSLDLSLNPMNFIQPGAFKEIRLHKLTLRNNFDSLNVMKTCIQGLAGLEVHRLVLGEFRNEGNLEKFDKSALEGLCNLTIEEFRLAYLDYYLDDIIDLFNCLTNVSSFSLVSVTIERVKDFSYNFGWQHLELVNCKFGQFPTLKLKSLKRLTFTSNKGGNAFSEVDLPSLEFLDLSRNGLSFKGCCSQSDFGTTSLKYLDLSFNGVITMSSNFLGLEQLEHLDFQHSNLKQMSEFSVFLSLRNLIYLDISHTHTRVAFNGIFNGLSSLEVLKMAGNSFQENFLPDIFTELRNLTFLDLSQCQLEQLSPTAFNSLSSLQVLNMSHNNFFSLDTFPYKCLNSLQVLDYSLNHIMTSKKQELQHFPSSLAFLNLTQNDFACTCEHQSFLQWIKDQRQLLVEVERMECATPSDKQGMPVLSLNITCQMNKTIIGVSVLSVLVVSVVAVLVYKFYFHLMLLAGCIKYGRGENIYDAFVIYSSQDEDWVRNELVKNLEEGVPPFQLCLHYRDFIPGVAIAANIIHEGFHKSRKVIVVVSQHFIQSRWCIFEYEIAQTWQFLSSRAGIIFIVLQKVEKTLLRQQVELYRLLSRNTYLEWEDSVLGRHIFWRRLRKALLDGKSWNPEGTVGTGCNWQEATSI
# Target sequence (Q99836 whole entry, looked up): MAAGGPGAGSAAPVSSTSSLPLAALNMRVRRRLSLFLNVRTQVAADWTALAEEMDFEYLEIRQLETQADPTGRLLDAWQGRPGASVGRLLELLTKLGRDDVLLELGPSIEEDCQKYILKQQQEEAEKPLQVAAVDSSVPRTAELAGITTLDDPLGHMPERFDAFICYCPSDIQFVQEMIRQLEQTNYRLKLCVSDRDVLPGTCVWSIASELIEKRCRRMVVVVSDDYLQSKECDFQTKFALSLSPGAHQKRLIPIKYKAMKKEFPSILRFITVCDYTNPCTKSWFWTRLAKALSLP
# STAT1 act: STAT1 signaling activators, primary screen, cell-based, HTS, luciferase reporter; NIH 3T3 STAT1-luciferase reporter, IFN-gamma, luminescence; 100% = IFN-gamma alone, no compound; activation (% of control), % at 5.5 µM; AID 932, 2007; 200,000 compounds, 2.6% hits;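 active = activation above the screen-wide mean activation plus 3 SD, cut at about 130% in these data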;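 also: raw ratio to IFN-gamma control signal so 100% means no change and 0% no light; values of inactives mirror those of a sister screen read the other way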
# Diaph act CS: compounds boosting diaphorase resazurin reduction – biochemical, uHTS, resorufin fluorescence, counter-screen for diaphorase-coupled primary assays, primary screen. Diaphorase/resazurin coupled assay, 16 min; stronger effect = higher value; 1 = vehicle wells, 0 = NADH-free wells. activation factor at 20 µM. 190,000 compounds, 0.005% hits;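 active = diaphorase activity raised at least twofold by the compound at 20 µM; inactive = activation factor below 2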
#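 Test system: Clostridium kluyveri diaphorase, purified enzyme; input: enzyme 0.07 U/mL final; buffer or medium: 50 mM HEPES pH 7.4 with 4.542 mM MgCl2, 0.005% Tween 20; also added: 0.114 mM NADH and 0.1 mM resazurin, final amounts; schedule: 16 min enzyme reaction, ambient temperature; technique: fluorescence of resorufin, 544 nm excitation, 590 nm emission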
# FLuc stim CS: FLuc activators, initial screening, artefact control for FLuc-dependent activation tests, biochemical, ATPlite luminescence; Luciferin 4-monooxygenase (Photinus pyralis), P08659; ATPlite luciferase biochemical, 10 min; 0 = ATP-free wells, 1 = DMSO control; activation factor at 10 µM; 200,000 tested, under 10 active; AID 1027, 2008;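 active = luciferase activation factor, scaled between plate controls, of at least 2 with compound at 10 µM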
#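 Assay system: Luciferase/luciferin reagent mix; Medium: PBS as buffer for the ATP substrate; Dosing: test compounds dosed from 2 mM stocks in 100% DMSO; Times: 10 min, room temperature; Signal: luminescence from luciferase reaction; Read-out: luciferase activation; Controls: No-ATP low control, compound-free enzyme-plus-ATP high control.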
# APP 5'UTR act: activators of APP 5'UTR luciferase reporter, primary screen, SH-SY5Y cells; SH-SY5Y APP 5'UTR luciferase reporter, luminescence; zero percent = DMSO vehicle wells; activation, % at 2 µM; 190,000 compounds, 1% hits;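 active = activation above a set limit, based on mean plus 3 SD of controls, cut at about 140% in these data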; also: values of inactives mirror those of a sister screen read the other way
# FLuc inh counter: firefly luciferase enzyme inhibitors, primary screen, artefact control for luciferase-based inhibitor screens, biochemical, luminescence, ATPLite | 10 min | inhibition, % at 10 µM | 200,000 compounds, 1.5% hits | AID 1006, 2008;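 active = inhibition above about 50% when tested at 10 µM, limit read from the data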
# Diaphorase inh: diaphorase inhibitors and chemical oxidizers, primary screen, counter-screen for diaphorase-coupled primary assays, biochemical, uHTS, resorufin fluorescence | diaphorase resazurin-to-resorufin fluorescence, NADH, 16 min; bacterial (C. kluyveri) enzyme, not human | 190,000 compounds, 0.69% hits | inhibition, % at 20 µM;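 active = primary screen inhibition at 20 µM above a set limit, cut at about 50% in these data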;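 also: plate controls were DMSO with full reaction for no effect and wells lacking NADH for full effect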
#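 Test system: bacterial diaphorase enzyme (C. kluyveri); Quantity: 0.14 U/mL diaphorase, enzyme working solution; Times: reaction incubation of 16 min at room temperature; Measured by: fluorescence of resorufin formed from resazurin, Ex 544/Em 590 nm; Benchmarks: positive control minus NADH, DMSO neutral control.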
# NF-kB neuron act: activators of NF-kB expression in neurons, primary screen, cell-based, HTS | 190,000 compounds, 1.6% hits | human neuronal cells, NF-kB reporter expression; stronger effect = higher value | fold change at 12.5 µM; in the data active = fold change above about 3.3
# G6PDH CS: L. mesenteroides G6PDH inhibitors, counter-screen for G6PDH-coupled screening assays, biochemical, Leuconostoc mesenteroides enzyme; 200,000 compounds, 0.12% hits; AID 1020, 2008; inhibition, % at 5 µM; glucose-6-phosphate dehydrogenase [Leuconostoc mesenteroides]; Purified L. mesenteroides G6PDH, diaphorase/resazurin coupled fluorescence, 45 min; in the data active = inhibition above about 50%
# APP transl inh: inhibitors of APP translation via 5'UTR reporter, primary screen, APP 5'UTR luciferase, SH-SY5Y cells | SH-SY5Y APP 5'UTR-luciferase reporter, luminescence | inhibition, % at 2 µM | 190,000 compounds, 0.82% hits;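 active = inhibition above a set limit, derived from the sample mean plus 3 SD, cut at about 45% in these data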; also: values of inactives mirror those of a sister screen read the other way
# Starred values were filed as active, the others as inactive; nt = not tested or not shown; & = joins results of further samples.
Molecule	TLR4-MyD88 BLA	STAT1 act	Diaph act CS	FLuc stim CS	APP 5'UTR act	FLuc inh counter	Diaphorase inh	NF-kB neuron act	G6PDH CS	APP transl inh
CNC(=O)c1ccc(N(Cc2ccccc2)S(C)(=O)=O)cc1	6	105	0.9	1.1	-11	-8	11	1.1	12	10
Cc1nnn(-c2nonc2N)c1C(=O)N/N=C/c1ccccc1O	10	101	1.1	1	-64	1	-12	0.86	-10	64*
Cc1[nH]n(-c2ccccc2)c(=O)c1C(=O)c1cccc(F)c1	9	105	1.1	1	2	1	-7	0.96	11	-2
CC1CN(C(=O)COC(=O)c2ccc(Cl)c(S(=O)(=O)N3CCCCC3)c2)CC(C)O1 (centres undefined)	-2	99	0.9	1.1	10	-5	11	0.99	5	-10
COc1ccc(-c2cc(NCc3ccccn3)n3ncnc3n2)cc1	2	94	0.9	1.1	14	-6	12	0.72	10	-14
CCSc1nc2ccccc2[nH]1	-8&2	99&99	1&0.9	1&1	6&-7	0&-1	-4&11	1&0.92	6&0	-6&7
O=C(NCc1ccc(-c2nc3ccccc3s2)cc1)c1cc2ccccc2o1	12	103	0.9	1	31	1	10	1.2	-13	-31
CC(C)N1C(=O)NC2(c3ccccc3)N(C)C(=O)N(C)C12c1ccccc1 (centres undefined)	-2	101	0.9	1.1	10	-6	12	1.1	7	-10
CCc1nc(SCc2ccc(Cl)cc2)n[nH]1	1	115	0.4	1	41	1	64*	1.5	5	-41
O=C(NCCCCCCNC(=O)NCc1ccco1)NCc1ccco1	11	100	0.9	1	6	-4	5	0.96	-2	-6
CCOC(=O)c1sc2nc(CN3CCCCC3)nc(Cl)c2c1C	-9	101	0.8	1	1	-3	23	1.3	5	-1
N#Cc1cc([N+](=O)[O-])cnc1NCC(O)CO (centres undefined)	-1	86	0.9	1.1	10	-8	6	1.3	10	-10

# Sorted by number of heavy atoms (ascending): three of the compounds above
Molecule	TLR4-MyD88 BLA	STAT1 act	Diaph act CS	FLuc stim CS	APP 5'UTR act	FLuc inh counter	Diaphorase inh	NF-kB neuron act	G6PDH CS	APP transl inh
CCSc1nc2ccccc2[nH]1	-8&2	99&99	1&0.9	1&1	6&-7	0&-1	-4&11	1&0.92	6&0	-6&7
N#Cc1cc([N+](=O)[O-])cnc1NCC(O)CO (centres undefined)	-1	86	0.9	1.1	10	-8	6	1.3	10	-10
O=C(NCCCCCCNC(=O)NCc1ccco1)NCc1ccco1	11	100	0.9	1	6	-4	5	0.96	-2	-6

# Carrying on.
Molecule	TLR4-MyD88 BLA	STAT1 act	Diaph act CS	FLuc stim CS	APP 5'UTR act	FLuc inh counter	Diaphorase inh	NF-kB neuron act	G6PDH CS	APP transl inh
O=S(=O)(NCC(c1cccnc1)N1CCN(c2ccc(F)cc2)CC1)c1cccs1 (centres undefined)	-3	98	1	1	6	-1	1	0.88	-17	-6
N#Cc1c2n(cnc1=O)CCCCC2	11	93	0.9	1.1	-15	-8	5	1.1	4	15
COc1cccc(CC2(CO)CCN(Cc3cn(C)nc3C)CC2)c1	4	96	1	0.9	-12	6	-1	1	18	12
COc1ccc(C(=O)NCc2ccc(-n3cccc3)cc2)cc1OC	2	97	1.1	1	-1	2	-5	1.6	15	1
Cn1c(=O)c2c(ncn2CC(=O)N2CCOCC2)n(C)c1=O	-2	94	0.9	1.1	-1	-8	8	1.3	3	1
CC1(C)CC2CC(C)(CN2S(=O)(=O)c2ccc(C(=O)Nc3ccc(S(=O)(=O)N4CCOCC4)cc3)cc2)C1 (centres undefined)	-12	87	0.8	1	5	-3	18	0.8	22	-5
O=C(NCC1CCCCC1)c1cc([N+](=O)[O-])ccc1N1CCOCC1	3	94	0.9	1	10	-5	6	1.1	-2	-10
COc1cccc(NC(=O)CSc2nc3ccsc3c(=O)n2-c2ccc(C(=O)O)cc2)c1	-1	99	0.9	1.1	-18	-5	5	1.1	1	18
COc1ccc(N2CC(C(=O)Nc3ncccc3C)CC2=O)cc1 (centres undefined)	15	100	0.9	1	11	-4	7	1.3	4	-11
CCOC(=O)N1CCN(C(=O)CSc2nc(C)nc3c2c(=O)n(C)c(=O)n3C)CC1	0	95	0.9	1.1	12	-6	6	0.96	-11	-12
CCn1c(=O)cc(OCC(=O)NCc2cccnc2)c2ccccc21	-11	96	1.1	1	-12	-4	-6	1.2	4	12
C/C(=N\Nc1nc(N)cc(Cl)n1)c1ccc(Cl)c(Cl)c1	-3	99	1	1	10	0	4	0.97	-2	-10
Cc1ccccc1NC(=O)Cn1nc(-c2ccccc2)nc1-c1ccccc1	7	104	0.9	1	1	-1	8	1.1	4	-1
CCN(CC)CCCN1C(=O)C(=O)/C(=C(/O)c2ccc(C)cc2)C1c1ccccn1 (centres undefined)	-2	103	1	1.1	-15	-9	4	1.3	11	15
CC(OC(=O)c1cccn1C)C(=O)Nc1ccc2c(c1)OCO2 (centres undefined)	-5	93	0.9	1.1	16	-5	5	0.98	2	-16
Cc1ccc(N2CCN(S(=O)(=O)N3CCOCC3)CC2)cc1C	-7	98	0.8	1	6	1	17	1.3	-4	-6
O=C1CC(c2ccsc2)c2cc3c(cc2N1)OCCO3 (centres undefined)	5	105	0.8	1	33	-3	17	1.2	-16	-33
CCOC(=O)c1cnn(-c2ccccc2)c1NC(=O)C(F)(F)C(F)(F)C(F)(F)F	-1	98	0.8	1.1	7	-8	15	1.2	-2	-7
CC1CCCCN1c1ccc(N)cc1C(N)=O (centres undefined)	10	99	0.8	1	-11	-2	18	1.2	6	11
Cc1ccc(C)c(NC(=S)NNC(=O)c2cc3c(s2)CCC(C)C3)c1 (centres undefined)	8	103	0.9	1.1	10	-5	10	0.98	-12	-10
c1cc(-c2nnc(-c3ccncc3)o2)ccn1	-12	103	0.9	1	17	-4	13	1.2	11	-17
COC(=O)CSc1nnc(CNc2ccc(F)cc2)o1	3	93	1	1.1	6	-5	4	1.4	0	-6
Cc1cc(NC(=S)NC(=O)c2ccccc2)ccc1-c1cc2ccccc2oc1=O	0	100	0.8	1	-69	0	15	1.1	-2	69*
CCOc1ccc(C(=O)Nc2ccc3c(c2)OCO3)cc1OCC	-2	105	0.8	1	-2	-2	18	1.4	-3	2
Cc1ccc(NC(=O)NC(=S)NC(=O)c2ccccc2)cc1	-3	118	0.9	1	23	2	11	1.4	9	-23
CCOC(=O)NC(NCC(O)c1ccccc1)(C(F)(F)F)C(F)(F)F (centres undefined)	-3	104	0.9	1.1	-17	-12	11	1.1	-4	17
O=C(O)CNC(=S)N(Cc1ccccc1)Cc1cccnc1	4	101	0.9	1	15	-2	9	1	4	-15
CCCCCc1c2c(cc(O)c1C(=O)O)OC(=O)c1c(cc(OC)cc1C(=O)CCCC)O2	1	101	0.6	1.1	-5	-6	38	1.4	14	5
O=C(COc1ccc(Cl)cc1)N1CCN(C(=O)c2cccs2)CC1	1	96	0.9	1.1	8	-6	8	1.2	6	-8
Cn1c(=O)c2c(nc(NCc3ccccc3)n2CCCc2ccccc2)n(C)c1=O	-16	96	0.9	1.1	14	-6	9	0.4	-11	-14
CCOc1ccccc1NC(=O)CCc1ccc(C)o1	9	102	0.8	1	-10	-5	19	1.2	-3	10
COc1nc(N(C)C)nc(N(C#N)CCOC(C)=O)n1	2	103	nt	1	-14	-4	nt	1	-2	14
CN(C)CCn1c(C(=O)O)cc2ccccc21	-7	102	1	1	6	-1	1	1.1	10	-6
CC(=O)Oc1ccc2ccccc2c1C(NC(=O)Cc1ccccc1)c1ccccc1Cl (centres undefined)	-20	102	0.8	1.1	1	-8	21	0.97	2	-1
C=CCNC(=O)CN(c1ccc(OC)cc1OC)S(C)(=O)=O	2	102	0.9	1	6	-1	6	0.97	8	-6
Cc1ccc(S(=O)(=O)N2CCC(C(=O)N[C@H](C(=O)NC3CCS(=O)(=O)C3)C(C)C)CC2)cc1 (some centres undefined)	-13	91	0.9	1	-9	0	5	0.95	-15	9
COc1ccc(CNCCNC(=O)c2ccco2)c(OC)c1OC	-2	102	0.8	1	10	-3	21	0.93	1	-10
C=CCOC(=O)C1=C(C)Nc2nnnn2C1c1ccc(OC)cc1OC (centres undefined)	0	95	0.8	1.1	-7	-8	19	0.88	5	7
COc1ccc(OC)c(S(=O)(=O)N2CCc3ccccc32)c1	0	89	0.9	1.1	-3	-7	7	1.4	-8	3
Cc1ccsc1/C=C(\C#N)C(=O)NCc1ccco1	-6	101	1	1	10	0	1	1.3	4	-10
Cc1ccc(-c2cc(N)n(Cc3ccc(Cl)cc3)n2)cc1	7	90	0.8	1	0	-4	18	1.1	-1	0
COCc1cc(CN2CCCC(C(=O)c3cccc(C(F)(F)F)c3)C2)ccc1OC (centres undefined)	-7	90	1	1.1	2	-7	2	0.93	6	-2
CN1C2CCC1/C(=C\c1ccc(F)cc1)C(=O)/C2=C/c1ccc(F)cc1	1	93	0.9	1.1	13	-6	15	1.4	-8	-13
Nc1ccc2nc(C3CCCCC3)[nH]c2c1	6	103	1	1	16	4	-1	1.4	11	-16
CCC(=O)c1ccc(/C=C/c2nc3ccccc3n2C)o1	50*	112	0.9	0.2	125	79*	10	4.8*	12	-125
Cc1ccc(Sc2ccc(NC(=O)c3ccc(S(C)(=O)=O)cc3Cl)cc2)cc1	2	84	0.9	1	-18	-4	13	1.1	6	18
NS(=O)(=O)c1cccc(NC(=O)COc2ccc([N+](=O)[O-])cc2)c1	-20	100	1.1	0.8	-1	23	-11	1.1	5	1
c1ccc(CSc2ncn(-c3ccccc3)n2)cc1	4	144*	0.8	0.9	130	11	24	4.3*	4	-130
Cc1sc2ncn(CC(=O)Nc3ccccc3F)c(=O)c2c1-c1ccccc1	8	87	1	1	14	-2	4	0.99	7	-14
CCc1ccc(-c2nnn(Cc3nc4ccccc4s3)n2)cc1	1	96	1.1	1	0	2	-5	1.2	-5	0
Cc1cc(C)c(/C=C(\C#N)C(N)=S)c(C)c1	6	102	0.9	1	28	0	6	1.1	18	-28
COCCn1c(N)c(N(Cc2ccccc2)C(=O)Cc2c(Cl)cccc2Cl)c(=O)[nH]c1=O	-5	98	1	1.1	1	-10	0	1	6	-1

# Compound activity as filed in PubChem BioAssay.
